IDE inh: human IDE inhibitors in live cells, primary screen, fluorescence polarization, HEK cells, FAbetaB substrate; Insulin-degrading enzyme (Homo sapiens), P14735; FAbetaB cleavage; inhibition, % at 5.59 µM; 0.41% of 320,000 active;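 active = percent inhibition above the average of all tested compounds plus 3 SD, set per screening campaign, cut at about 16% in these data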;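 also: IDE supplied by intact live HEK cells; FP after avidin binding of uncleaved biotin substrate so inhibition keeps polarization high; 0% = DMSO wells and 100% = 60 µM reference IDE inhibitor Ii1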
CHRM5 PAM: human M5 muscarinic receptor positive allosteric modulators, primary screen, CHO-K1 cells, Fluo-8 calcium fluorescence; Muscarinic acetylcholine receptor M5 (Homo sapiens), P08912; CHO-K1 hM5, ACh EC20 PAM; 0% = ACh EC20, 100% = ACh EC100; activation, % at 3 µM; 0.3% of 360,000 active;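 active = activation above the run cutoff, the mean activation of all test compounds plus 3 SD, cut at about 18% in these data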
Target sequence (P08912 whole entry, looked up): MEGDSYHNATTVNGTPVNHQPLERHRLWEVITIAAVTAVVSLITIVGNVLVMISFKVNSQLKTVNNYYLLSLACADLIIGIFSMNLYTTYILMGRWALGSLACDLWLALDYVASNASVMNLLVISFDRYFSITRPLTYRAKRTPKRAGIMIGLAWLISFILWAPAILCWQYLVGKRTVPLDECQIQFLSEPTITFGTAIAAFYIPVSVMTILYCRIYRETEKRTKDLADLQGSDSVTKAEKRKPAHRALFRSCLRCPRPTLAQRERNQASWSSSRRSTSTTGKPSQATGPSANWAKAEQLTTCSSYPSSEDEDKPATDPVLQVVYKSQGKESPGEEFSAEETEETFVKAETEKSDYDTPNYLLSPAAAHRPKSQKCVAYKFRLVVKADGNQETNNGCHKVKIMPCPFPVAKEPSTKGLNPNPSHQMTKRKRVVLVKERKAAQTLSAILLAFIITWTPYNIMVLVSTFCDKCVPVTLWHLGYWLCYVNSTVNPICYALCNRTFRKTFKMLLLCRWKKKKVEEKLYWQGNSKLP
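Measured by: Fluo-8 calcium fluorescence; material: human M5 receptor in CHO-K1 cells; schedule: Post-acetylcholine fluorescence recording 140 s; benchmarks: low control EC20 acetylcholine (0%), high control EC100 acetylcholine (100%); read-out: Max/basal fluorescence ratio as % of EC20–EC100 ACh window; compound: single dose, 3 µM nominal final test concentration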
M4 ag: human M4 muscarinic receptor agonists, primary screen, CHO-K1 cells, Fluo-8 calcium fluorescence; CHO-K1 hM4/Gqi5; vehicle 0%, full acetylcholine response 100%; activation, % at 3 µM; 0.14% of 360,000 active;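 active = activation above the run mean over all test wells plus 3 SD, cut at about 32% in these data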;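 also: peak over basal fluorescence ratio per well then scaled between controls; 0% = DMSO wells and 100% = acetylcholine at EC100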
Target sequence (P08173 whole entry, looked up): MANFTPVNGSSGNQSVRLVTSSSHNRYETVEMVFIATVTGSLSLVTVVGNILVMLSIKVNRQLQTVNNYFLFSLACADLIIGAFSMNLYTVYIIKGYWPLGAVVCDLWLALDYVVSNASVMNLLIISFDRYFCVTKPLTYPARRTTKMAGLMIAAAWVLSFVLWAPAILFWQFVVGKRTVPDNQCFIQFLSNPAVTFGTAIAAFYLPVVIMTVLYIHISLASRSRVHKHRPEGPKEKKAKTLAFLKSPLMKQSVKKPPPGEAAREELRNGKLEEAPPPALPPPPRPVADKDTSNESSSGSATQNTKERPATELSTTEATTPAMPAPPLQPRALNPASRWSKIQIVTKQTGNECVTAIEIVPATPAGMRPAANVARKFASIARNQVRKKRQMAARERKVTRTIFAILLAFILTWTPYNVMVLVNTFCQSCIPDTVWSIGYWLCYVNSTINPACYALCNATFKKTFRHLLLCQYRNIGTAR
M4 PAM: human M4 muscarinic receptor positive allosteric modulators, primary screen, CHO-K1 cells, Fluo-8 calcium fluorescence. Muscarinic acetylcholine receptor M4 (Homo sapiens), P08173. CHO-K1 hM4/Gqi5, ACh EC20; 0% = ACh EC20, 100% = maximal ACh. AID 624126, 2012. activation, % at 3 µM. 0.4% of 360,000 active;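 active = activation above its plate's cutoff, the mean activation of sample wells plus 3 SD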; also: some results filed as inactive read as strong as hits
M5 antag: human M5 muscarinic receptor antagonists, primary screen, CHO cells, Fluo-8 calcium fluorescence | Muscarinic acetylcholine receptor M5 (Homo sapiens), P08912 | 0.59% of 360,000 active | inhibition, % at 3 µM | AID 624040, 2012 | CHO-hM5 cells, ACh EC80;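 active = inhibition above a per-plate cutoff, the mean of that plate's test compounds plus 3 SD, cut at about 27% in these data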;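 also: 0% = acetylcholine EC80 with DMSO and 100% = DMSO without agonist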
M4 antag: human M4 muscarinic receptor antagonists, primary screen, CHO cells, Fluo-8 calcium fluorescence. Muscarinic acetylcholine receptor M4 (Homo sapiens), P08173. CHO-hM4 cells, ACh EC80. inhibition, % at 3 µM. 0.73% of 360,000 active;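 active = inhibition above its plate's cutoff, the mean inhibition of sample wells plus 3 SD, cut at about 27% in these data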;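 also: 0% = acetylcholine EC80 with DMSO and 100% = DMSO without agonist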
CRFBP-R2 block: antagonists of CRF-BP/CRF-R2 complex, primary screen, cell-based, HEK293, calcium dye fluorescence, uHTS; 0.59% of 350,000 active; CRF-induced calcium fluorescence; AID 588475, 2011; inhibition, % at 11.8 µM;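 active = inhibition of the ligand-induced calcium signal above about 50% at the single tested concentration, limit read from the data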
M5 ag: human M5 muscarinic receptor agonists, primary screen, CHO-K1 cells, Fluo-8 calcium fluorescence | Muscarinic acetylcholine receptor M5 (Homo sapiens), P08912 | CHO-K1 hM5 cells; 0% DMSO wells, 100% maximal acetylcholine response | activation, % at 3 µM | 0.19% of 360,000 active | AID 624037, 2012;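 active = activation above the run's mean over test compounds plus 3 SD, cut at about 23% in these data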;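 also: signal is peak over basal fluorescence ratio across the kinetic read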
CRFBP-R2 agonist: agonists of CRF-BP/CRF-R2 complex, primary screen, cell-based, HEK293, calcium dye fluorescence, uHTS; CRF-binding protein / CRF receptor 2 complex (human); calcium dye fluorescence (FLIPR); percent of saturating CRF peptide response; activation, % at 13.2 µM; 0.46% of 350,000 active;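 active = activation of at least 50%, plus an integration ratio under a set limit after plate pattern correction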;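 also: plate controls were neutral control wells without compound for no effect and CRF at EC100 for full effect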
Active calls of the source: *; / = no result given.

SMILES	CHRM5 PAM	M4 ag	M4 antag	IDE inh	CRFBP-R2 block	M4 PAM	M5 ag	M5 antag	CRFBP-R2 agonist
O=C1/C(=C\c2cccs2)SC(=S)N1C1CCS(=O)(=O)C1 (stereo unspecified)	1	2	-5	-4	-5	2	3	5	0.4
CCOC(=O)C(C)n1nc(-c2ccccc2)c2ccccc2c1=O (stereo unspecified)	-4	-2	-3	5	32	11	-6	4	-0.6
Cc1cccc(-c2nc(=S)c3c(o2)CCCC3)c1	-1	0	-2	3	-9	16	-1	-10	9.2
COc1cc(C(=O)Nc2ccc3nc(N4CCOCC4)sc3c2)cc(OC)c1OC	5	1	-2	1	-3	-3	3	5	0.1
O=C1N2CCCCC1(Sc1ccccc1)CCC2 (stereo unspecified)	5	1	-11	/	/	7	-3	-11	/
COc1ccccc1C(=O)Nc1ccccc1SC	-9	2	-15	1	-18	2	-5	0	0.9
CC1CCC(C(=O)NC(C(=O)N2CCC(N3CCCCC3)CC2)C(C)C)CC1 (stereo unspecified)	6	0	-3	3	-6	1	-4	-7	-0.3
c1ccc2c(c1)CCCC2NC1=NCCC1 (stereo unspecified)	1	0	7	0	-10	0	-4	0	3.4
O=C(CC1SCCNC1=O)Nc1ccc(Cl)c(Cl)c1 (stereo unspecified)	-1	6	-2	-2	-10	2	2	-4	-1.6
Cc1ccnc(NS(=O)(=O)c2ccc(NC(=O)c3ccccc3F)cc2)n1	6	1	4	-3	6	-2	-1	12	3.9
CS(=O)(=O)Nc1cccc(C2=NN(C(=O)c3ccccc3)C(c3cccs3)C2)c1 (stereo unspecified)	-3	8	3	8	2	0	1	7	1.8
Cc1ccc(SC(=O)COc2ccccc2C)cc1	3	0	-2	2	-17	8	-6	-4	1.8
O=C(OCC#CCSc1nnc(-c2ccc([N+](=O)[O-])cc2)o1)c1cccs1	0	1	-6	0	9	-5	-3	1	-1.2
O=C(c1ccco1)N1CCN(Cc2ccc(Br)cc2)CC1	2	3	0	4	8	-3	0	-2	0.0
c1ccc(NC(c2ccccc2)c2ccncc2)cc1 (stereo unspecified)	0	0	-9	2	3	-3	-3	0	-1.1
C=CCN(Cc1nc(-c2ccccc2)no1)C(=O)c1ccco1	1	0	8	2	-9	-1	-2	12	3.6
O=C(O)COc1ccc(Br)cc1/C=C1/SC(=O)N(CC(=O)N2CCCC2)C1=O	-3	1	6	9	6	4	0	4	0.4
O/N=C/c1ccccc1Oc1ccccc1	0	-1	-6	-1	4	7	-5	3	-3.7
Cc1occc1-c1nnc(SCC(=O)c2ccc3c(c2)OCCO3)n1CC1CCCO1 (stereo unspecified)	2	2	-16	0	4	-9	0	-2	4.2
CN(C(=O)CN1C(=O)c2ccc([N+](=O)[O-])cc2C1=O)C1CCCCC1	11	1	-2	4	13	4	2	-2	-3.7

Complete entries, quoted from the list. Values in the order: CHRM5 PAM, M4 ag, M4 antag, IDE inh, CRFBP-R2 block, M4 PAM, M5 ag, M5 antag, CRFBP-R2 agonist
Listed for `O=C1/C(=C\c2cccs2)SC(=S)N1C1CCS(=O)(=O)C1` (stereo unspecified) : 1, 2, -5, -4, -5, 2, 3, 5, 0.4
Listed for `C=CCN(Cc1nc(-c2ccccc2)no1)C(=O)c1ccco1` : 1, 0, 8, 2, -9, -1, -2, 12, 3.6

(cont.)
SMILES	CHRM5 PAM	M4 ag	M4 antag	IDE inh	CRFBP-R2 block	M4 PAM	M5 ag	M5 antag	CRFBP-R2 agonist
O=C(O)c1cc([N+](=O)[O-])c(Nc2cccc3ccccc23)c([N+](=O)[O-])c1	4	0	3	4	42	-3	-5	4	-0.9
CCN(CC)S(=O)(=O)c1cccc(-c2n[nH]c(=S)n2C(C)COC)c1 (stereo unspecified)	2	1	5	0	1	1	2	8	0.1
Cc1ccc(S(=O)(=O)N2CCCN(C(=O)c3ccc(-n4nccc4C)cc3)CC2)cc1	0	5	-10	/	2	-2	-1	5	-0.3
CCCCn1nc(C(=O)OCC(=O)Nc2sccc2C(N)=O)c2ccccc2c1=O	-6	9	7	2	19	-11	4	16	1.2
CC(=O)c1cccc(NC(=O)c2sc(Cl)nc2C)c1	0	1	-1	3	6	-5	2	-2	0.4
O=C(C1CCCN(S(=O)(=O)c2cc(Cl)ccc2Cl)C1)N1CCCCCC1 (stereo unspecified)	-3	4	9	3	-5	-4	-1	5	-0.9
Cc1ccc(-n2c(Cc3cccn3C)nnc2SCC(=O)Nc2nnc(C)s2)cc1	4	-1	4	0	-5	8	1	2	-2.1
Cc1nc(C(F)(F)F)ccc1C(=O)N1CCC1(C)C(=O)NS(=O)(=O)c1ccc(F)cc1F (stereo unspecified)	-4	0	2	/	/	-2	1	12	/
C=CCNc1nc(C)c(C(C)=O)cc1C#N	-4	0	-1	5	3	3	-2	22	-3.8
O=C(COC(=O)c1ccccc1O)NCc1ccco1	1	1	-7	4	7	2	1	14	0.8
CC1(C(=O)NCc2cccc(C(F)(F)F)c2)CCN1Cc1ccc2ccccc2c1 (stereo unspecified)	-16	0	4	/	/	-11	-3	1	/
CCOC(=O)C1=C(C)N(CCCCCC(=O)O)C(=O)NC1c1cccc([N+](=O)[O-])c1 (stereo unspecified)	8	0	8	1	14	4	2	4	-0.2
O=C1CSC(c2ccc([N+](=O)[O-])cc2)N1Cc1ccccc1 (stereo unspecified)	-33	0	-2	/	16	-4	-24	24	-2.3
COc1cccc(CN2C(=NC(=O)CCC3CCCC3)SC3CS(=O)(=O)CC32)c1 (stereo unspecified)	0	1	1	9	-6	-1	1	10	1.4
CCCn1nnc(NC(=O)c2ccccc2Cl)n1	5	-1	-2	1	-49	8	-1	-2	-1.5
O=C(NCCCN1CCCC1=O)c1cn(-c2ccccc2)nc1-c1ccccc1	1	4	-1	4	-12	10	0	1	-11
COc1ccc(C2=CC(c3ccc(F)cc3)n3nnnc3N2)cc1 (stereo unspecified)	7	0	-1	10	-14	1	1	-7	3.9
CC(C)(O)CC[C@@H](O)[C@](C)(O)C1CC[C@@]2(O)C3=CC(=O)[C@@H]4C[C@@H](O)[C@@H](O)C[C@]4(C)C3CC[C@]12C (stereo partly specified)	7	1	-2	2	7	7	3	7	-4.2
O=C(NNC(=O)c1cc2ccccc2o1)c1ccc(Cl)cc1	7	0	-6	6	0	4	-2	0	-0.7
O=C(CC1NCCNC1=O)Nc1ccc2c(c1)OCO2 (stereo unspecified)	16	1	-5	2	-6	1	5	0	-2.8
Cc1ccc(C(NC(=O)C2CCN(CCOc3ccccc3)CC2)c2ccccn2)cc1 (stereo unspecified)	-19	4	-24	/	/	-4	-3	9	/
COc1cc(C(=O)N/C(=C\c2cn(C)c3ccccc23)C(=O)N2CCOCC2)cc(OC)c1OC	6	2	1	1	-4	1	-1	-6	1.0
CC(C)CC(=O)CC1(O)C(=O)Nc2ccccc21 (stereo unspecified)	4	1	7	0	-11	0	2	5	-0.2
CN(C)c1ccc(/C=C(/NC(=O)c2ccccc2)C(=O)N/N=C/c2ccc([N+](=O)[O-])c(O)c2)cc1	-17	15	1	4	23	-3	8	11	-2.3
CCOCCn1ccc2c(OCC(=O)Nc3ccccc3F)cccc2c1=O	-6	10	-19	4	16	7	1	3	-0.9
Cc1cc(NC(=O)CSc2nc3c(sc4ccccc43)c(=O)n2CCc2ccccc2)n[nH]1	4	0	-2	-4	4	15	1	2	-1.1
Cc1nnc(NC2=NCCCCC2)o1	-7	-1	3	0	6	-6	-5	8	9.6
CCNC(=O)CCS(=O)(=O)c1ccc2ccccc2c1	0	1	3	-6	-13	0	1	3	-1.5
Cc1ccc(Oc2ccc(S(=O)(=O)N3CCOCC3)cc2C(N)=O)c(-n2nc3ccccc3n2)c1	-1	0	-2	-3	-4	10	-4	8	0.7
CCOc1ccc(S(=O)(=O)NCCSc2ccccc2)cc1	-5	1	0	3	13	-3	-4	3	0.1
O=C(O)C/C(=C\c1cc(Cl)c2c(c1)OCO2)c1nc2ccccc2s1	4	1	15	4	-42	-9	0	1	-0.5
CCNC(=S)NNC(=O)c1cc(CC(C)C)nc2ccccc12	-9	2	0	2	-18	-1	1	6	1.5
CC(=O)NC(Cc1ccccc1)C(=O)OCC(=O)c1ccc(Cl)cc1 (stereo unspecified)	2	1	2	7	1	-3	-4	-6	-1.8
CC(=O)NC(Cc1ccc(F)cc1)C(=O)N1CCN(C(=O)NCc2ccccc2)CC1 (stereo unspecified)	-2	0	-4	0	8	-1	-2	3	-2.1
O=C(N/N=C/c1ccc(F)cc1)c1sccc1OCc1ccc(F)cc1	-5	-1	10	3	-20	5	0	3	1.1
CCCNC(=O)c1ccc(N2CCC3(CC2)CC(c2cccc(Br)c2)=NO3)c(NC(=O)c2cccc(OC)c2)c1	-7	2	6	4	-6	-3	1	6	2.8
O=C(NNC(=S)NC(=O)c1cccc([N+](=O)[O-])c1)c1ccc(Br)cc1	-1	1	-10	1	-69	-5	-5	11	122*
CCNC(=S)NNC(=O)c1cccn(Cc2ccc(Cl)cc2Cl)c1=O	1	7	-12	1	-87	8	0	2	61*
Cc1c(O)cc2n(c1=O)-c1ccccc1C2(C)C	14	1	-8	0	-5	4	-9	-1	0.2
COc1cc(O)c2c(c1)OC(c1ccc(O)cc1)CC2=O (stereo unspecified)	-10	15	7	1	-5	-9	4	10	-0.2
COc1ccccc1N(CC(=O)N(C)Cc1ccccc1)S(=O)(=O)c1cccs1	-1	4	-2	-1	3	-1	1	12	-1.9
C/C(=N/NC(=O)CNC(=O)C1COc2ccccc2O1)c1ccc2c(c1)OCCO2 (stereo unspecified)	-1	1	2	6	4	13	-3	14	-1.1
CCOc1ccccc1NC(=O)C(CC(C)C)NC(=O)C1CCC(C)CC1 (stereo unspecified)	6	-1	3	-1	-25	9	-5	-7	0.3
CC(C)Cn1cc(C(=O)NCCCN2CCCC2=O)c2c3ccccc3n(C)c2c1=O	-1	2	1	1	-8	14	2	-9	-1.6
COc1ccc(CN(Cc2ccc(OC)cc2)C(=O)c2cccs2)cc1	-7	-2	13	2	5	-9	-7	5	7.2
CCOC(=O)Nc1ccc([N+](=O)[O-])cc1OC	6	0	-2	5	25	6	-7	0	-1.5
CCn1c(C)nc2cc(-c3nc4n(n3)Cc3ccccc3-4)ccc21	-6	3	-7	4	-6	6	-3	7	2.5
Cc1cccc(C(=O)N2CCCC(N3CCN(c4ccccc4)CC3)C2)n1 (stereo unspecified)	0	0	1	-1	-4	0	-1	-9	1.0
CCOc1cccc2cc(C(=O)NCc3ccc(Cl)cc3)c(=N)oc12	4	0	6	1	2	7	-3	-4	-1.0

High-throughput results deposited in PubChem by several laboratories.
